# BioA inh: blocks M. tuberculosis BioA enzyme activity | purified M. tuberculosis BioA enzyme, plate reader | inhibition, % at 9.99 µM | hit rate 0.096% among 360,000 | AID 602481; in the data active = inhibition above about 40%; inconclusive = no clear call, values can overlap the other calls
# FadD28 binding: blocks FadD28 binding to the bisubstrate probe; AID 588549; hit rate 0.22% among 360,000; fluorescence polarization; inhibition, % at 12.5 µM; in the data active = inhibition above about 8.5%, passing the limit was not always enough; inconclusive = no clear call, values can overlap the other calls
# GDH-TPI counter: inhibits GDH-TPI coupling enzymes, artifact for Mtb FBA screen; inhibition, % at 4.8 µM; AID 588335; hit rate 1.2% among 360,000; GDH-TPI coupled enzyme counterscreen, NADH absorbance;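 note: 0% = DMSO wells and 100% = wells lacking the enzyme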
# FBA Mtb inh: inhibitors of M. tuberculosis fructose-bisphosphate aldolase; P9WQA3; hit rate 2.3% among 360,000; AID 588726; inhibition, % at 1 µM; purified M. tuberculosis FBA, fluorescence read-out; in the data active = inhibition above about 27%;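 note: 0% = vehicle and 100% = reference inhibitor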
# Target sequence (P9WQA3 whole entry, looked up): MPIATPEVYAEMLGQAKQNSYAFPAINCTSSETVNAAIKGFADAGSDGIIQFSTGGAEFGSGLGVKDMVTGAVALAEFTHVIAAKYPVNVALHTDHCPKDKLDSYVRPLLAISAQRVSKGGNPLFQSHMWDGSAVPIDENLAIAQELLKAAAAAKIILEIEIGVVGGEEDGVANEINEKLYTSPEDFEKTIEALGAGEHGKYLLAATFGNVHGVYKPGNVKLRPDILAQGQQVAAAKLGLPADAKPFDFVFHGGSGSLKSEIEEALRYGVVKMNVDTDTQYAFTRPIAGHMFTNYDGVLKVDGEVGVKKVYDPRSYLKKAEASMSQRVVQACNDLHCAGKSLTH
# PrPC surface inh: reduces human prion protein on the cell surface | AID 720596 | P04156 | cell surface PrPC, TR-FRET read-out | inhibition, % at 13.8 µM | hit rate 0.43% among 370,000; in the data active = inhibition above about 24%; note: 0% = median of the test wells and 100% = reference compound wells
# Mtb UGM inh: blocks M. tuberculosis UGM enzyme; inhibition, % at 10 µM; AID 504406; hit rate 0.06% among 320,000; purified UGM, fluorescence polarization probe displacement; P9WIQ1; in the data active = inhibition above about 10%, passing the limit was not always enough; inconclusive = no clear call, values can overlap the other calls
# Target sequence (P9WIQ1 whole entry, looked up): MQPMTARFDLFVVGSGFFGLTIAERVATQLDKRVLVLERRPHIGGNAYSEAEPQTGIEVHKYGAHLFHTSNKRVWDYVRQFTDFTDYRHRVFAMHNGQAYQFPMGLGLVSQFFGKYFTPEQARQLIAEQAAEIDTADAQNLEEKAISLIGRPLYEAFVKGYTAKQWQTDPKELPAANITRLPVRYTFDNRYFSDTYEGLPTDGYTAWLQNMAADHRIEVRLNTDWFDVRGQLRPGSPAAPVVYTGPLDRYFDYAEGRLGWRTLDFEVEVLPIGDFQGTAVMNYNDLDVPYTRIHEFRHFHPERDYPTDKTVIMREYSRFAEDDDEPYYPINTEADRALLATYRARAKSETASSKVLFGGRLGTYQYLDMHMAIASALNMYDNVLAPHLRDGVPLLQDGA
# BoNT-A LC inh2: blocks Botulinum neurotoxin A light chain protease; multiplex microsphere protease substrate cleavage, flow cytometry; inhibition, % at 10 µM; hit rate 0.17% among 360,000; AID 588499; in the data active = inhibition above about 30%; inconclusive = no clear call, values can overlap the other calls; note: plate controls were buffer without enzyme for full effect and enzyme alone for no effect
# BoNT-F LC inh: inhibitors of Botulinum neurotoxin F light chain protease | Multiplex microsphere protease cleavage assay, flow cytometry | inhibition, % at 10 µM | hit rate 0.22% among 360,000; in the data active = inhibition above about 35%, passing the limit was not always enough; inconclusive = no clear call, values can overlap the other calls; note: plate controls were buffer without enzyme for full effect and enzyme alone for no effect
# CCHF vOTU inh: CCHFV vOTU protease inhibition; Pep-AMC fluorescence; inhibition, % at 11.5 µM; hit rate 0.55% among 370,000; AID 651958; note: 0% = vehicle wells with enzyme and 100% = no enzyme wells
# * marks the source's active call; other numbers are inactive results; ? = inconclusive; · = not tested or not shown. Cut-off read from the data, not from the text of the source, unless noted: active = inhibition above about 30%; inactive = the rest.
SMILES,BioA inh,FadD28 binding,GDH-TPI counter,FBA Mtb inh,PrPC surface inh,Mtb UGM inh,BoNT-A LC inh2,BoNT-F LC inh,CCHF vOTU inh
CCOC(=O)CNC(=O)c1sc(NC(=O)/C=C/c2ccccc2)nc1C,-0.8,-1.0,32*,5,6,2.1,-1.0,0,0
CCCCCCC(=O)Nc1nc(C)c(-c2csc(Nc3cc(Cl)ccc3OC)n2)s1,0.1,-1.3,19,2,5,1.0,-0.1,-2,6
O=C1/C(=C/c2cc([N+](=O)[O-])ccc2Cl)N2CCC1CC2,2.8,-1.9,17,-4,-9,-1.0,-0.4,-2,-7
CCCCN(C(=O)C1=NN(c2ccccc2)C(=O)CC1)c1c(N)n(CC(C)C)c(=O)[nH]c1=O,1.1,-1.0,7,2,-5,0.5,-0.7,7,7
CC1(C)Cc2nc(-c3ccccc3)nc(SCC(O)CO)c2CO1 (stereo not drawn),-0.1,0.2,-3,1,-12,0.9,-0.1,2,8
CCCOc1ccc(NC(=O)C2CC(=O)N(C(C)C)C2)cc1 (stereo not drawn),-0.5,-5.3,-10,-3,-3,2.3,-1.0,-6,-5
CCOc1ccccc1NC(=O)C1C2C=CC(C2)C1C(=O)O (stereo not drawn),-0.6,0.1,2,1,0,0.3,-4.5,-7,-9
Cc1cc2nc(-c3ccco3)c(Cc3cccc(F)c3)n2c(C)c1Br,0.1,-7.3,·,2,8,·,5.1,-1,3
CN(C(=O)c1ccccc1C(=O)c1ccccc1)C1CCS(=O)(=O)C1 (stereo not drawn),-6.7,-0.1,8,2,-7,3.9,-3.1,-26,10
Cc1ccc(NC(=O)NC2CCCCCCC2)cc1,-0.9,-0.8,-1,-1,-5,-1.7,-0.7,11,1
CC(=O)c1cc(C#N)c(N2CCCCC2)nc1C,4.4,0.3,11,1,-1,-0.6,-0.8,-8,2
CS(=O)CC(O)(c1ccc(F)cc1)C1CC1 (stereo not drawn),-0.4,-1.9,6,-1,-3,·,-0.8,1,9
O=C(Nc1ccc(C(=O)NC2CCCCC2)cc1)c1cccnc1,0.4,-0.9,4,2,4,-1.4,0.1,1,-11
Cc1cc(NC(=O)Cc2ccccc2)c2ccccc2n1,1.1,-5.0,-7,-3,23,-1.5,0.0,-4,6
COC(=O)c1cc(C(=O)OC)n(Cc2ccc(Cl)cc2Cl)n1,·,-2.5,11,3,6,-4.6,?,6,-7
Cc1ccccc1OCC1Cn2c(nc3c2c(=O)[nH]c(=O)n3C)O1 (stereo not drawn),·,-1.7,4,0,17,-2.0,0.2,-3,-5
O/N=C(/CCc1ccccc1)C1(O)CCCCC1,-1.2,-3.0,-9,-5,3,-0.9,0.9,5,-14
Cc1sc2ncnc(N3CCN(S(=O)(=O)c4ccc(C(C)(C)C)cc4)CC3)c2c1C,8.0,-0.2,8,2,8,-1.9,-0.1,-11,11
O=C(CCl)N(Cc1cccc([N+](=O)[O-])c1)c1cccc(Cl)c1,·,1.0,9,0,-6,·,-0.2,2,1
COc1ccccc1CNc1ncnc2c1cnn2-c1ccccc1,0.9,-3.3,8,1,17,1.6,-0.1,-6,16

# Record cards (already shown). Screens in order: BioA inh, FadD28 binding, GDH-TPI counter, FBA Mtb inh, PrPC surface inh, Mtb UGM inh, BoNT-A LC inh2, BoNT-F LC inh, CCHF vOTU inh
# O=C1/C(=C/c2cc([N+](=O)[O-])ccc2Cl)N2CCC1CC2 is listed with 2.8, -1.9, 17, -4, -9, -1.0, -0.4, -2, -7
# Cc1cc(NC(=O)Cc2ccccc2)c2ccccc2n1 is listed with 1.1, -5.0, -7, -3, 23, -1.5, 0.0, -4, 6
# Cc1sc2ncnc(N3CCN(S(=O)(=O)c4ccc(C(C)(C)C)cc4)CC3)c2c1C is listed with 8.0, -0.2, 8, 2, 8, -1.9, -0.1, -11, 11
# CCOC(=O)CNC(=O)c1sc(NC(=O)/C=C/c2ccccc2)nc1C is listed with -0.8, -1.0, 32*, 5, 6, 2.1, -1.0, 0, 0

# Continued:
SMILES,BioA inh,FadD28 binding,GDH-TPI counter,FBA Mtb inh,PrPC surface inh,Mtb UGM inh,BoNT-A LC inh2,BoNT-F LC inh,CCHF vOTU inh
CCOC(=O)C1=C(N)c2ccccc2CC1C1CCCC1 (stereo not drawn),-1.7,-2.7,-5,-8,7,-1.6,-0.7,-5,-1
CC(=O)N1CC(C)Sc2ccc(S(=O)(=O)NCc3ccc(F)cc3)cc21 (stereo not drawn),1.7,-0.9,4,-1,-1,0.2,-0.1,9,17
COC(=O)c1cccc(Nc2ncnc3sccc23)c1,·,-2.0,17,0,10,0.2,0.2,-1,7
Cc1nc2ccc(NC(=O)c3cc([N+](=O)[O-])cc([N+](=O)[O-])c3Cl)cc2s1,5.0,0.5,3,-2,-16,-0.7,-0.2,-1,8
CCC(Sc1ccccn1)C(=O)Nc1nnc(C)s1 (stereo not drawn),-1.8,-1.6,4,1,3,-2.1,0.7,24,11
Cc1ccc(-c2nc3ccccc3c(=O)n2O)cc1,-0.6,1.4,1,3,-2,1.6,-0.8,10,4
CCOC(=O)C1CCCN(S(=O)(=O)c2cc(OCC(=O)NC3CCCCC3)c(C)cc2Cl)C1 (stereo not drawn),-1.6,-0.7,-1,2,7,1.2,·,·,1
CC(/C=C/c1ccccc1)=N\NC(=O)CNC(=O)c1ccccc1Cl,·,-0.4,7,-3,0,-0.3,0.3,-5,2
CC1S/C(=N/N=C/c2ccco2)N(Cc2ccccc2)C1=O (stereo not drawn),0.8,-5.0,20,0,1,-0.7,-2.2,-3,1
CC1CCN(CC(=O)N2CCCc3c2c(=O)oc2ccc(OCc4ccccc4)cc32)CC1,0.4,0.3,25,1,-3,-1.7,1.1,0,6
CN(C)CCn1c(=N)n(CC(O)c2ccc(Cl)c(Cl)c2)c2ccccc21 (stereo not drawn),·,-6.2,6,-1,-21,1.7,0.1,0,13
O=C(Nc1ccc(OC(F)F)cc1)c1cc(S(=O)(=O)N2CCOCC2)ccc1F,0.8,-0.4,1,-1,-1,2.2,-2.5,-2,2
S=C(Nc1ccccc1)N1CCOCC1,·,-2.4,1,1,-2,-0.4,0.2,-3,1
Cc1nnc(N2C(=O)C(=O)/C(=C(/O)c3ccc4c(c3)OCCO4)C2c2cccc([N+](=O)[O-])c2)s1 (stereo not drawn),0.4,-21,25,-1,4,·,0.3,-2,8
c1cc2c(c(NC3=NCCCS3)c1)CCCC2,0.6,-3.3,10,-1,7,·,-0.1,-4,1
CC1CCCCC1NC(=O)NC(=O)CCl (stereo not drawn),·,-2.5,-12,-1,6,-2.0,-0.3,-4,5
O=C(NCc1ccccn1)c1ccc(NC(=O)c2ccco2)cc1,0.4,-2.5,1,0,1,2.9,0.8,-13,4
CCCNC(=O)c1cc2c(c(-c3cccc(-c4cc5ccccc5o4)c3)n1)[C@@H](CCO)N(C(=O)NC(C)C)C2,·,·,·,·,1,·,-0.9,-2,-1
COc1ccc(NC(=O)C(=O)c2cn(CC(=O)N3CCOCC3)c3ccccc23)cc1OC,-0.6,-2.4,33*,0,-20,-0.7,0.5,2,16
CCCn1c(C)cc(/C=C(\C#N)C(=O)OCC(=O)Nc2ccc(OC)c(Cl)c2)c1C,-1.8,-1.2,12,2,-4,-1.3,-0.1,2,-2
CCC(=O)Nc1nc(C)c(C(=O)NC2CCCCC2)s1,0.8,3.0,7,-2,6,-2.9,0.4,0,5
C=CCn1c(SCc2cc(=O)n3ccsc3n2)nc2scc(C3CC3)c2c1=O,1.2,-3.8,8,-1,10,-1.2,0.2,-1,-5
Cc1ccc(CC2CC(=O)N(c3ccncc3)C2=O)cc1 (stereo not drawn),0.6,-1.1,0,1,-3,2.4,-0.8,-10,-13
OCC#CCSc1nnc(-c2cccc3ccccc23)o1,-1.3,-2.4,13,10,-3,3.3,0.1,-6,9
O=C(CN1C(=O)/C(=C/c2cccc(Br)c2)SC1=S)NCCCN1CCOCC1,0.3,-3.1,15,-2,0,0.7,-0.3,-5,-1
COc1ccc(-c2ccc(=O)n(Cc3c(F)cccc3Cl)n2)cc1,-1.4,-2.3,1,8,-17,0.8,0.7,16,18
Cc1ccnc(Nc2nc3ccccc3s2)n1,·,-0.1,-2,-1,7,-0.9,-1.6,0,-7
O=C(c1sc2ccccc2c1Cl)N1CCN(c2ccccc2F)CC1,2.0,-1.9,1,2,-3,0.9,0.2,-2,1
CCN(CC)c1ncnc2c1[nH]c1ccccc12,0.1,-0.5,3,2,9,0.3,0.9,0,-3
Cc1cc(S(=O)(=O)NCC(C)C)ccc1OCC(=O)NCc1ccco1,2.4,-4.8,-8,1,13,0.6,-1.9,6,-3
COc1ccc(NS(=O)(=O)c2ccc3nc(COc4ccc(Cl)c(C)c4)[nH]c3c2)cc1,-0.4,-0.8,-3,0,10,-0.1,0.0,-2,-15
Cc1[nH]nc(-c2ccc(O)cc2O)c1-c1nc2ccccc2s1,·,-8.2,-1,-1,-2,1.3,0.3,-7,-8
O=C(OCc1c(Cl)nc2sccn12)c1cc2c(s1)CCCC2,-0.9,-3.6,0,1,-2,0.1,-1.3,-8,3
Cc1ccc(-c2noc(C3CCCN(C(=O)c4ccc(Cl)cc4)C3)n2)o1 (stereo not drawn),0.0,-1.7,8,-2,3,0.7,0.3,2,-5
CC(=O)Nc1ccc(NC(=O)CSc2ccc([N+](=O)[O-])cn2)cc1,·,-0.7,16,0,-17,0.4,-0.7,-3,1
CCOc1cc(/C=N/OC(C)=O)ccc1OCc1ccccc1,1.2,-0.3,2,-2,2,-0.1,0.2,3,3
Cc1cc(C)nc(N2CCCC(C(=O)Nc3cc(F)ccc3C)C2)n1 (stereo not drawn),-0.8,0.4,4,11,-1,0.1,2.5,2,-14
Cn1c(=O)cc(OCC(=O)NCCc2ccc(Cl)cc2)c2ccccc21,0.4,-5.0,4,-7,-3,0.7,0.6,1,-5
CC(=O)Oc1ccccc1C(=O)Nc1ccccc1,-2.5,-2.3,4,2,-5,-0.3,-1.0,-2,-7
CCN(CC)S(=O)(=O)c1cc(C)c(C)cc1Br,-6.6,-3.5,5,-1,4,0.2,-0.5,4,10
CC1CCN(c2ccc3nnc(CCC(=O)Nc4ccc(F)cc4)n3n2)CC1,11,-3.6,-9,-1,4,2.9,-0.3,-7,2
Cc1[nH]c2ccccc2c1/C=N/Nc1cccc(C(=O)O)c1,·,5.1,4,5,-12,0.2,0.4,-47,10
CCCn1c(=S)[nH]c2cc(C(=O)N(CCO)Cc3ccccc3)ccc2c1=O,2.0,-1.8,13,2,7,-0.9,0.6,3,3
O=C(NC(c1ccccc1)c1ccccc1)c1ccccc1,-2.6,·,2,0,-5,·,-0.1,-3,-5
COC(=O)c1sc(N2CCN(Cc3ccccc3)CC2)nc1N,-0.7,·,12,2,15,1.2,-0.2,-5,-2
Cc1cccc(-c2cnn(-c3ccccc3)c2N)c1,-0.2,-1.4,0,4,-9,4.4,-1.4,-13,1
O=C(NCCN1CCOCC1)C1CC(=O)N(c2ccc(Cl)cc2)C1 (stereo not drawn),-3.1,1.0,4,0,6,0.6,-1.6,-15,-7
CCCCN1C(=O)C2C(C(=O)Nc3cccc(OC)c3)C3C=CC2(O3)C1C(=O)NC1CCCCC1C (stereo not drawn),-0.3,-0.4,5,1,0,-0.3,·,·,8
CCCC(=O)n1nc(-c2cccnc2)nc1NCc1ccccc1,-0.1,-0.7,4,-2,2,·,1.5,4,13
Fc1ccccc1COc1ccc(C(=S)N2CCCC2)cc1,0.0,-2.4,1,1,10,-0.7,-0.3,?,5
Cc1ccc(Cn2c(SC3CCOC3=O)nc3ccccc3c2=O)cc1 (stereo not drawn),6.0,-2.0,-1,2,4,2.5,-0.1,0,-11
O=C(c1ccccc1)N1CCN(C2CCCCCC2)CC1,4.1,0.0,3,2,-7,-0.5,0.1,4,-1
O=C(Cn1nnc2c(cnn2-c2ccc(F)cc2)c1=O)c1ccccc1F,-0.6,-1.1,5,4,-6,2.7,0.3,3,5

# Filtered by structure: the entries above with a cyano group.
SMILES,BioA inh,FadD28 binding,GDH-TPI counter,FBA Mtb inh,PrPC surface inh,Mtb UGM inh,BoNT-A LC inh2,BoNT-F LC inh,CCHF vOTU inh
CC(=O)c1cc(C#N)c(N2CCCCC2)nc1C,4.4,0.3,11,1,-1,-0.6,-0.8,-8,2
CCCn1c(C)cc(/C=C(\C#N)C(=O)OCC(=O)Nc2ccc(OC)c(Cl)c2)c1C,-1.8,-1.2,12,2,-4,-1.3,-0.1,2,-2

# Screening data: PubChem BioAssay, several laboratories

# Not a hit list, and some 4.8% of all compounds hit somewhere here.
